# High-throughput results from PubChem.
# CHRM4 PAM: human M4 muscarinic receptor positive allosteric modulators, primary screen, CHO-K1 cells, Fluo-8 calcium fluorescence; CHO-K1 hM4/Gqi5, ACh EC20; 0% = ACh EC20, 100% = maximal ACh; AID 624126, 2012; actives 0.4% (n = 360,000); Muscarinic acetylcholine receptor M4 (Homo sapiens), P08173; activation, % at 3 µM;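 active = activation above its plate's cutoff, the mean activation of sample wells plus 3 SD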; also: some results filed as inactive read as strong as hits
# Target sequence (P08173 whole entry, looked up): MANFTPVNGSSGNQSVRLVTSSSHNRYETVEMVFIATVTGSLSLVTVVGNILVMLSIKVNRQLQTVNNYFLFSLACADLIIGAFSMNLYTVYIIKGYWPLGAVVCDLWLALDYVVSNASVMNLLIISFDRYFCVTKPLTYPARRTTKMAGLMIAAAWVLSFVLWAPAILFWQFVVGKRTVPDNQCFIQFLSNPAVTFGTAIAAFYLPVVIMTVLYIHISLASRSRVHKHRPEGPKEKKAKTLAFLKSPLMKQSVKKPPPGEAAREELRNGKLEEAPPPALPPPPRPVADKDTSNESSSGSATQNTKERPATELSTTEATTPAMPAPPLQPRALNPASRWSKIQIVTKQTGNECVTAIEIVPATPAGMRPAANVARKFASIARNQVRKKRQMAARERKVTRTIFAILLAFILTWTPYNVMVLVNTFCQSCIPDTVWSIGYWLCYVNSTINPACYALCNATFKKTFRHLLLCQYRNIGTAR
# CHRM5 agonist: human M5 muscarinic receptor agonists, primary screen, CHO-K1 cells, Fluo-8 calcium fluorescence; CHO-K1 hM5 cells; 0% DMSO wells, 100% maximal acetylcholine response; actives 0.19% (n = 360,000); AID 624037, 2012; Muscarinic acetylcholine receptor M5 (Homo sapiens), P08912; activation, % at 3 µM;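 active = activation above the run's mean over test compounds plus 3 SD, cut at about 23% in these data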;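 also: signal is peak over basal fluorescence ratio across the kinetic read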
# Target sequence (P08912 whole entry, looked up): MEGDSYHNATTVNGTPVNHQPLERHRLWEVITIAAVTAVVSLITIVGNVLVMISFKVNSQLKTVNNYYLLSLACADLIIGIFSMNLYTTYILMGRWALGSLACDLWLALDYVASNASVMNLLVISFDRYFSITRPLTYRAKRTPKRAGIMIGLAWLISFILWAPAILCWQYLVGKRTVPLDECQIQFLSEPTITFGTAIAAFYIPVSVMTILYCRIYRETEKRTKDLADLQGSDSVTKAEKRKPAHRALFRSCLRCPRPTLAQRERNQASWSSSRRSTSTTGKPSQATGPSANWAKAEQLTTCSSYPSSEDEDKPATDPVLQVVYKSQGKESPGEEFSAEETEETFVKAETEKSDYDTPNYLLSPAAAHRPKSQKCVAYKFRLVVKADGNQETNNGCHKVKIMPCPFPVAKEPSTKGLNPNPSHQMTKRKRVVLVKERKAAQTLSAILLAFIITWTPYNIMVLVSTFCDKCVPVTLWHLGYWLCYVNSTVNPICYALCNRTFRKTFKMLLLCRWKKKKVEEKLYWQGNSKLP
# CHRM5 PAM: human M5 muscarinic receptor positive allosteric modulators, primary screen, CHO-K1 cells, Fluo-8 calcium fluorescence. actives 0.3% (n = 360,000). CHO-K1 hM5, ACh EC20 PAM; 0% = ACh EC20, 100% = ACh EC100. activation, % at 3 µM. AID 624038, 2012. Muscarinic acetylcholine receptor M5 (Homo sapiens), P08912;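 active = activation above the run cutoff, the mean activation of all test compounds plus 3 SD, cut at about 18% in these data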
#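 system = human M5 receptor in CHO-K1 cells | reagent = EC20 acetylcholine as agonist stimulus | compound dosing = single-point, 3 µM nominal | incubation = Fluo-8 loading 80 min at 37 °C plus 30 min room temperature | detection = Fluo-8 calcium dye fluorescence, kinetic read | benchmarks = low control EC20 acetylcholine (0%), high control EC100 acetylcholine (100%)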
# CRFBP-R2 block: antagonists of CRF-BP/CRF-R2 complex, primary screen, cell-based, HEK293, calcium dye fluorescence, uHTS | AID 588475, 2011 | actives 0.59% (n = 350,000) | CRF-induced calcium fluorescence | inhibition, % at 11.8 µM;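 active = inhibition of the ligand-induced calcium signal above about 50% at the single tested concentration, limit read from the data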
# M4 ag: human M4 muscarinic receptor agonists, primary screen, CHO-K1 cells, Fluo-8 calcium fluorescence. Muscarinic acetylcholine receptor M4 (Homo sapiens), P08173. CHO-K1 hM4/Gqi5; vehicle 0%, full acetylcholine response 100%. activation, % at 3 µM. actives 0.14% (n = 360,000);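 active = activation above the run mean over all test wells plus 3 SD, cut at about 32% in these data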;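 also: peak over basal fluorescence ratio per well then scaled between controls; 0% = DMSO wells and 100% = acetylcholine at EC100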
# IDE inh: human IDE inhibitors in live cells, primary screen, fluorescence polarization, HEK cells, FAbetaB substrate. actives 0.41% (n = 320,000). Insulin-degrading enzyme (Homo sapiens), P14735. AID 434962, 2010. inhibition, % at 5.59 µM. FAbetaB cleavage;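 active = percent inhibition above the average of all tested compounds plus 3 SD, set per screening campaign, cut at about 16% in these data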;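 also: IDE supplied by intact live HEK cells; FP after avidin binding of uncleaved biotin substrate so inhibition keeps polarization high; 0% = DMSO wells and 100% = 60 µM reference IDE inhibitor Ii1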
# M5 antag: human M5 muscarinic receptor antagonists, primary screen, CHO cells, Fluo-8 calcium fluorescence; Muscarinic acetylcholine receptor M5 (Homo sapiens), P08912; CHO-hM5 cells, ACh EC80; inhibition, % at 3 µM; actives 0.59% (n = 360,000);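 active = inhibition above a per-plate cutoff, the mean of that plate's test compounds plus 3 SD, cut at about 27% in these data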;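 also: 0% = acetylcholine EC80 with DMSO and 100% = DMSO without agonist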
# CRFBP-R2 agonist: agonists of CRF-BP/CRF-R2 complex, primary screen, cell-based, HEK293, calcium dye fluorescence, uHTS; CRF-binding protein / CRF receptor 2 complex (human); calcium dye fluorescence (FLIPR); percent of saturating CRF peptide response; activation, % at 13.2 µM; actives 0.46% (n = 350,000); AID 588473, 2011;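 active = activation of at least 50%, plus an integration ratio under a set limit after plate pattern correction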;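 also: plate controls were neutral control wells without compound for no effect and CRF at EC100 for full effect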
# CHRM4 antagonist: human M4 muscarinic receptor antagonists, primary screen, CHO cells, Fluo-8 calcium fluorescence; CHO-hM4 cells, ACh EC80; AID 624125, 2012; inhibition, % at 3 µM; Muscarinic acetylcholine receptor M4 (Homo sapiens), P08173; actives 0.73% (n = 360,000);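 active = inhibition above its plate's cutoff, the mean inhibition of sample wells plus 3 SD, cut at about 27% in these data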;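 also: 0% = acetylcholine EC80 with DMSO and 100% = DMSO without agonist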
# Numbers without * were called inactive; . = not tested or not shown; & = joins results of further samples. An unsorted share of the library; any-hit rate near 2.9%.
SMILES,CHRM4 PAM,CHRM5 agonist,CHRM5 PAM,CRFBP-R2 block,M4 ag,IDE inh,M5 antag,CRFBP-R2 agonist,CHRM4 antagonist
O=C(COc1ccc(Cl)cc1Cl)Nc1ccc(S(=O)(=O)NC2=NCCCCC2)cc1,-5.0,0.6,-4.2,3.0,3.3,1.5,0.3,-1.0,-0.2
FC(F)(F)c1ccc(CN2C[C@@H]3C(c4ccc(C(F)(F)F)cc4)C4(c5cccnc5)CC3(C4)[C@H]2c2ccccc2)cc1 (stereo partly specified),9.4,4.3,-2.0,-0.2,3.2,10.9,0.7,6.9,-6.4
CC1CCN(C(=O)c2ccccc2SCC(=O)NCC2CCCCC2)CC1,-1.3,-1.4,-2.2,-3.3,1.6,-2.7,1.0,1.1,-3.7
CC1=CCn2c(=O)c3ccccc3c(=O)n2C1,-2.6,-2.9,-1.7,-2.4,0.8,-2.8,10.7,-0.7,6.0
CC1(C)Cc2c(c(-c3ccco3)[nH]c(=O)c2C#N)CO1,-3.0,-0.4,4.6,-2.8,-0.3,-1.4,-4.2,1.5,3.8
N#CC(=C1NC(=O)c2ccccc21)c1nc2ccccc2n1CCO,-9.7,4.2,-6.6,-1.0,16.4,.,3.8,0.3,12.6
O=C1C=C(c2ccnc3cc(Cl)ccc23)C[C@@H](c2ccc3c(c2)OCO3)C1,-5.6,-0.3,-10.8,1.1,9.8,1.8,17.6,0.5,24.5
COCCNCc1ccc(Cl)cc1Cl,2.6,-1.5,1.8,-10.2,0.5,3.8,-6.6,-1.5,-9.1
CCOC(=O)N1CCN(CCC(=O)Nc2cccc(Br)c2)CC1,-1.8&-8.8,-3.0&-5.5,4.7&-5.2,-2.3&8.8,1.0&1.8,1.6&1.3,-2.9&7.3,0.7&-1.5,-2.7&-2.0
COc1ccc(OC)c(S(=O)(=O)N2CCC(C(=O)NCCc3ccccc3)CC2)c1,-3.1,3.1,-1.4,3.1,5.7,-5.2,-7.4,0.5,-7.0
O=C(CCl)N(Cc1ccccc1)c1ccccc1,-12.9,-10.1,-1.8,-9.5,0.4,-1.4,0.6,-1.6,1.9
Cn1c(SCC(=O)Nc2ccc(F)cc2)nc2c(c1=O)SCC2,-2.2,0.2,-8.2,-1.4,6.0,1.7,17.4,0.9,2.4
Cc1cccn2c(N)c(-c3ccccc3)nc12,0.1,-7.1,-4.0,-8.9,0.2,-0.8,-2.7,-0.9,-0.7
COc1ccc(CNC(=O)C23CC4CC(CC(Br)(C4)C2)C3)cc1,2.1,-4.2,9.6,10.7,0.2,-3.5,-3.5,-0.3,-13.3
CSc1nsc(SCCN2C(=O)c3ccccc3C2=O)n1,11.6,-5.6,-3.0,1.9,1.1,0.2,-7.5,-0.4,-7.0
CC(C)NC(=O)c1ccccc1NC(=O)Cc1ccc(Br)cc1,17.3,0.0,2.5,1.6,4.2,0.4,10.9,-3.1,-13.1
Cc1ccc(NC(=O)CCC(=O)N/N=C/c2ccco2)c(C)c1,-4.6,0.5,-13.6,20.0,10.3,1.5,10.8,-2.9,-7.7
COc1ccc(/C=C/C(=O)OCC(=O)N(C)CC(=O)Nc2ccc(C)cc2)c(OC)c1,4.1,-1.2,-9.8,-4.6,2.0,-0.2,12.0,-2.6,-1.8
CCOC(=O)c1cn(-c2ccc([N+](=O)[O-])cc2)c2cc(Cl)c([N+](=O)[O-])cc2c1=O,-0.9,2.6,-2.6,0.4,0.4,0.4,1.9,-1.6,5.4
CCOc1cc(C(=S)N2CCCCC2)ccc1OS(=O)(=O)c1ccc(Br)cc1,-3.4,-4.4,-4.0,10.2,-0.8,3.4,-0.4,1.0,7.3
Cc1cccc2nc(-c3ccccc3)nc(N[C@@H](CO)c3ccccc3)c12,-14.5,-1.6,-3.8,-23.6,2.1,7.2,1.8,8.9,8.2
C=CC12C=CC=CN1C(C(=O)OC)=C(C(=O)OC)C(C(=O)OC)=C2C(=O)OC (stereo unspecified),3.6,-0.8,3.2,28.6,2.1,5.6,2.4,1.2,6.4
COc1cc(S(=O)(=O)Nc2ccccc2C)ccc1Cl,2.1,-5.0,-5.0,-14.8,2.9,5.6,-1.3,0.7,-13.8
O=C(NCc1ccc(Cl)cc1)c1noc2c1CCCC2,15.7,-4.5,7.6,-8.2,-1.5,-0.8,-8.0,1.5,9.6
Cc1noc(NS(=O)(=O)c2ccc(NC(=O)CCC3CCCCC3)cc2)c1C,14.6,-1.5,6.8,9.9,0.8,2.0,-0.4,0.0,-8.8

# The list continues.
SMILES,CHRM4 PAM,CHRM5 agonist,CHRM5 PAM,CRFBP-R2 block,M4 ag,IDE inh,M5 antag,CRFBP-R2 agonist,CHRM4 antagonist
Cc1ccc(S(=O)(=O)c2cc(OC(=O)c3ccco3)ccc2OC(=O)c2ccco2)cc1,-3.5,0.1,-1.2,-5.1,1.3,-3.4,3.5,-0.1,3.5
Cc1cc(/C=C\c2nc(O)c([N+](=O)[O-])c(=O)[nH]2)c(C)n1-c1ccccc1,-4.4,-3.1,-3.6,-28.7,0.6,4.7,-2.5,0.9,2.4
CCN1C(=O)/C(=C/N(C)c2ccccc2)OC1=S,-11.7,1.3,-6.6,-7.3,5.2,-3.8,6.9,-0.5,1.2
CCOc1ccc(NC(=NCc2ccc3c(c2)OCO3)SC2CC(=O)N(c3ccccc3)C2=O)cc1 (stereo unspecified),1.2,-0.6,4.4,-23.5,0.1,-3.5,-2.1,-1.2,-4.4
CC(C)CCn1nnnc1CN1CCN(c2ccc(F)cc2)CC1,2.2,1.7,4.2,12.9,1.8,6.4,-14.2,-1.1,4.6
O=C(NN1C(=O)c2ccccc2NC1c1ccc([N+](=O)[O-])o1)c1ccc([N+](=O)[O-])cc1 (stereo unspecified),-2.6,5.0,3.2,25.2,2.6,5.9,8.1,2.0,2.7
Cc1ccc(C2CC2c2n[nH]c(=S)n2-c2cccc(Cl)c2)cc1 (stereo unspecified),-4.8,0.5,-2.3,5.5,-0.6,-0.4,3.1,-2.4,0.8
CCOC(=O)CN(C(=O)CSc1nnc(-c2cccc(OC)c2)o1)c1ccc(F)cc1,-0.5,-4.1,-1.4,-7.5,1.5,7.3,-1.5,4.8,6.6
CC1CN(C(=O)C(Sc2ccccc2)c2ccccc2)CC(C)O1 (stereo unspecified),0.6,2.9,0.2,15.7,1.2,-0.8,-2.3,-1.0,-10.4
CCOc1ccc(NC(=S)N2CCC(c3ccc(C)cc3)C2)cc1 (stereo unspecified),-5.0,-8.2,-1.7,-3.6,1.4,-0.5,3.7,-0.4,-7.7
CS(=O)(=O)N1CCSC1c1ccc(Br)cc1 (stereo unspecified),13.8,-5.5,1.3,-0.3,1.5,-6.7,7.3,-4.0,17.6
COc1cccc(-c2nnn(CCc3nn[nH]n3)n2)c1,0.0,-2.9,1.9,14.8,0.8,1.0,-0.8,0.3,6.5
CN(CCOc1ccccc1)C(=O)c1cc(-c2ccco2)nc2ccccc12,-14.0,5.4,-28.7,-1.2,20.8,8.2,11.4,0.8,11.2
Cc1cccc(-c2c3c(=O)n(C)c(=O)n(C)c3cn2C(C)(C)C)c1,8.3,-3.1,16.1,-18.2,2.6,0.6,-18.3,0.4,-17.3
CCNS(=O)(=O)c1ccc(NC(=O)c2cncc(Br)c2)cc1,-5.8,-1.2,-9.2,3.6,3.8,1.9,5.0,-1.2,-2.2
Cc1onc(-c2c(Cl)cccc2Cl)c1C(=O)N=C(N)N1CCOCC1,6.8,-7.7,-0.3,5.5,0.5,5.1,4.8,-2.7,-5.6
Cc1c(Cc2ccccc2)c(=O)oc2cc(OCc3nn[nH]n3)ccc12,13.6,-1.8,4.8,-33.5,0.7,4.5,-0.6,1.7,-5.2
CCOC(=O)N1CCC(N2Cc3cccc(C(=O)N4CC(C)CC(C)C4)c3C2=O)CC1 (stereo unspecified),1.2,-1.3,4.1,4.8,0.6,-2.4,-2.5,-0.3,-2.2
O=C(C[n+]1ccc(-c2nnc3n2CCC3)cc1)c1ccc(Cl)cc1,-2.7,-1.9,-2.6,-9.7,0.4,-1.9,12.8,0.4,-2.0
CN(c1ccc(C(=O)Nc2ccc3c(c2)OCO3)cc1)S(C)(=O)=O,-7.8,2.1,-3.9,11.9,0.7,4.0,9.4,6.6,2.1
CS(=O)(=O)N1CCN(C(=S)NCc2ccc(Cl)cc2)CC1,-3.1,0.6,-3.0,1.2,9.4,-2.6,9.3,-0.4,5.7
O=C(Cc1c(Cl)cccc1Cl)OCc1ccccn1,6.1,-4.7,-4.5,-0.1,1.1,5.3,8.8,-0.9,-9.7
CC(C)c1nc(C(=O)N2CCCC(N3CCN(c4cccc(Cl)c4)CC3)C2)cs1 (stereo unspecified),0.6,-3.5,-8.4,6.8,3.6,1.0,16.7,-0.7,-6.4
COc1ccc(OCC(=O)N2CCCC(Nc3ccc(C)c(C)c3)C2)cc1 (stereo unspecified),5.2,-2.9,-0.1,7.5,2.8,.,-11.6,-2.5,-29.6
COc1cccc(CN2CCc3[nH]c(=S)[nH]c(=O)c3C2)c1,4.6,-2.9,0.9,13.4,0.3,11.2,7.6,-0.2,-2.7

# A few values from the list:
# IDE inh, Cc1ccc(C2CC2c2n[nH]c(=S)n2-c2cccc(Cl)c2)cc1 (stereo unspecified) : -0.4
# CHRM5 PAM, Cc1ccc(S(=O)(=O)c2cc(OC(=O)c3ccco3)ccc2OC(=O)c2ccco2)cc1 : -1.2

# (list continues)
SMILES,CHRM4 PAM,CHRM5 agonist,CHRM5 PAM,CRFBP-R2 block,M4 ag,IDE inh,M5 antag,CRFBP-R2 agonist,CHRM4 antagonist
Cc1n[nH]c(=S)c2nn(-c3ccccc3F)c(C)c12,5.8,-1.8,3.1,-6.9,-0.5,.,-1.2,-0.3,-0.7
O=C1/C(=C\c2ccc3c(c2)OCO3)CCC/C1=C/c1ccc2c(c1)OCO2,-1.9,0.3,-0.7,-1.4,0.9,3.7,4.9,11.0,-8.4
CC(C)c1nc2oc3c(NCCO)ncnc3c2c2c1COC(C)(C)C2,3.3,0.9,-2.5,-3.5,6.6,-0.3,8.4,-0.2,-9.7
CC(C)(C)OC(=O)C[C@H]1C/C=C\C[C@H](CC(=O)N[C@H](CO)Cc2ccccc2)C(=O)N[C@@H](Cc2ccccc2)COC1=O,0.2,-10.2,-10.2,2.8,2.8,3.0,5.2,-0.5,-13.6
O=C(CCNc1ccc(Br)cc1)c1cccc([N+](=O)[O-])c1,-8.2,-13.4,-12.1,-16.9,1.3,-5.1,3.5,3.3,-8.8
O=C1CN2CCC1C/C2=C\c1ccnc2c(Cl)cccc12 (stereo unspecified),0.7,2.8,-5.3,-8.7,8.5,-1.8,11.1,-0.7,0.6
